From PubChem BioAssay
Tau fluor cs – Counterscreen qHTS for Inhibitors of Tau Fibril Formation, Fluorescence Polarization. Potency, µM (series often up to 57.7 µM), for the others: at the top dose activity change, negative = decrease. 280,000 tested, 0.93% active. tau K18 P301L (four-repeat tau fragment) Alexa594 fluorescence, heparin fibrillization; also: % is scaled to controls: 0 for no effect and ±100 for the full control effect; nearly all actives have a fitted effect of over 55% in size
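Human K18 P301L tau (15 uM unlabeled plus 0.24 uM Alexa 594-labeled, final) in 100 mM sodium acetate pH 7 was mixed with compound and 20 uM heparin and incubated 6 hr at 37 C.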
GLA spleen mod – qHTS Assay for Inhibitors and Activators of Human alpha-Galactosidase From Spleen Homogenate | human spleen homogenate, 4MU-alpha-Gal fluorescence, 40 min | 240,000 tested, 0.008% active | Potency, µM (highest dose often 80 µM), for inactives: at the top dose activity change, negative = inhibition, most hits filed as inhibitors | Alpha-galactosidase A (Homo sapiens), P06280;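 also: 0% = enzyme with vehicle and -100% = no enzyme basal signal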
Target sequence (P06280 32-429 limits assumed): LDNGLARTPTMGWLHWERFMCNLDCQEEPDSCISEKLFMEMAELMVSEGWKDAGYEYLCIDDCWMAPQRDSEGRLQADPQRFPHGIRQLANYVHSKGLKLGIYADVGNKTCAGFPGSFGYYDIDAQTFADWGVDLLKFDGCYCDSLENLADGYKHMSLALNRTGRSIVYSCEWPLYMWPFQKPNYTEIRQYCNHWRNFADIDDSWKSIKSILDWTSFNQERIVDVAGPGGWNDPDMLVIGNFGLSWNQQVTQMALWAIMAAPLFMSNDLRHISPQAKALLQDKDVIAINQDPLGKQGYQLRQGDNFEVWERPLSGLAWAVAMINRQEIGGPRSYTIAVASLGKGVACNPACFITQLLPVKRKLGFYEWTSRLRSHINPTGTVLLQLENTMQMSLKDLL
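Human spleen homogenate (1 ug) as enzyme source, 4-methylumbelliferyl-alpha-D-galactopyranoside 1 mM final, citrate/phosphate pH 5.0 with 0.01% Tween-20. Compounds 40 min at 37C, NaOH/glycine stop; fluorescence Ex 365/Em 440, Hill-fit AC50.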
GAA spleen mod – qHTS Assay for Inhibitors and Activators of Human alpha-Glucosidase From Spleen Homogenate | Lysosomal alpha-glucosidase (Homo sapiens), P10253 | human spleen homogenate, 4-MU-alpha-glucoside fluorescence | Potency, µM (top dose mostly 79.9 µM), for inactives: at the highest dose activity change, negative = inhibition, most hits filed as inhibitors | 240,000 tested, 0.006% active;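 also: 0% = enzyme with vehicle and -100% = no enzyme basal signal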
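AC50 values come from Hill-equation fits of concentration-response data, normalized to no-enzyme and full-activity controls. Enzyme source: 1 ug human spleen homogenate; 1 mM fluorogenic 4-MU glucoside, pH 5.0 citrate buffer, 37 C, 40 min.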
ALDH1A1 block – qHTS Assay for Inhibitors of Aldehyde Dehydrogenase 1 (ALDH1A1). Aldehyde dehydrogenase 1A1 (Homo sapiens), P00352. Purified ALDH1A1, NADH fluorescence, propionaldehyde substrate. Potency, µM (top dose mostly 75.3 µM), for the others: top-dose activity, negative = inhibition, actives largely listed as inhibitors. 220,000 tested, 7.3% active; active = well fitted inhibition curve with a large enough effect, not every such curve was filed as active; inconclusive = small, poorly fitted or top-dose-only effect, or another doubt; inactive = no such curve, though single readings can be large or run the other way;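 also: plate controls were no enzyme wells and a reference inhibitor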
Target sequence (P00352 whole entry, looked up): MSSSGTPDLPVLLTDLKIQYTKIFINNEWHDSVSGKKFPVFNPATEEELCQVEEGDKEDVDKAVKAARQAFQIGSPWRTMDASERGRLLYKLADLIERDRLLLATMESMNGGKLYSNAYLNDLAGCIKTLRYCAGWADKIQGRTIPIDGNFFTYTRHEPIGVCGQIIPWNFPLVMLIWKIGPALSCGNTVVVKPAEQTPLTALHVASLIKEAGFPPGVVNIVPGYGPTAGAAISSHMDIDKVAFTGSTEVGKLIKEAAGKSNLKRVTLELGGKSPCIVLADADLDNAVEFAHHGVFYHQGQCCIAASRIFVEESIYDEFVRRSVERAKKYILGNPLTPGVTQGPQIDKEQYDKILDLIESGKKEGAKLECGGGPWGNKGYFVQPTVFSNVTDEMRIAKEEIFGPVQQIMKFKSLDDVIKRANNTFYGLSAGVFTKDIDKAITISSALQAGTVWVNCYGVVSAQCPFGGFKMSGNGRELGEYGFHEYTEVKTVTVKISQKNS
GAA inhib – qHTS Assay for Inhibitors of Human alpha-Glucosidase as a Potential Chaperone Treatment of Pompe Disease. 200,000 tested, 0.005% active. Potency, µM (top dose mostly 76.9 µM), for inactives: top-dose activity change, negative = inhibition, hits mostly inhibitors. purified human GAA, 4-MU-alpha-glucoside fluorescence;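 also: plate controls were uninhibited enzyme wells for no effect and no-enzyme background for full effect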
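Endpoint fluorogenic read: 20 min room-temperature reaction of 4 nM human alpha-glucosidase with 400 uM 4-methylumbelliferyl-alpha-D-pyranoside, pH 5.0, quenched with 1M NaOH/1M glycine pH 10. AC50 from Hill modeling.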
GAA glycogen – qHTS Assay for Inhibitors and Activators of Human alpha-Glucosidase Cleavage of Glycogen. Lysosomal alpha-glucosidase (Homo sapiens), P10253. recombinant GAA, glycogen substrate, Amplex Red glucose oxidase fluorescence. Potency, µM (highest dose often 76.4 µM), for inactives: at the top dose activity change, negative = inhibition, actives largely listed as inhibitors. 300,000 tested, 0.38% active. AID 2100, 2009;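 also: 0% = full enzyme reaction and -100% = no-enzyme basal signal; the screen sought inhibitors and activators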
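qHTS, 1536-well; enzyme 4 nM final; cpd up to 77 uM; substrate bovine liver glycogen 30 ug; 50 mM citrate/phosphate pH 5.0, 0.01% Tween-20; 37 C, 40 min; Amplex Red detection 45 min RT; Hill fit → AC50.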
NPSR antag – qHTS Assay for Antagonists of the Neuropeptide S Receptor: cAMP Signal Transduction. Q6W5P4. CHO-NPSR cells, cAMP TR-FRET, antagonist mode. Potency, µM (doses to about 38.3 µM), for the others: at the top dose activity change, negative = inhibition, usual class: inhibitors. 220,000 tested, 1% active; also: % is scaled to controls: 0 for no effect and ±100 for the full control effect; nearly all actives have a fitted effect of over 50% in size; many of its hits are not listed in these tables
Epigenetic derep – Quantitative High-Throughput Screen for Regulators of Epigenetic Control; murine LDR cells, GFP reporter derepression, 30 h; Potency, µM (top dose mostly 53.9 µM), inactives show top-dose GFP activation, hits mostly activators; 280,000 tested, 0.2% active; AID 1865, 2009; also: % of control where 0% means no effect; nearly all actives have a fitted effect of over 60% in size
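Murine LDR cells carrying a silenced, genomically integrated CMV-driven GFP reporter were exposed to compound for 30 hours at 37 C. After PBS washes, GFP-positive cells (20–120 um objects) were counted by laser-scanning microplate cytometry.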
* hit, by the source's call; ? = inconclusive; nt = not tested or not shown; & = joins results of further samples; [ ] = dose if it differs, or a comment. Unless noted, calls follow the shape of the dose curve; as a rule, active = well fitted curve in the direction sought with a large enough effect; inconclusive = small, poorly fitted or top-dose-only effect, or another doubt; inactive = no such curve, though single readings can be large; an effect the other way counts as inactive or inconclusive. Potency is read from the fitted curve at half-maximal effect.

SMILES	Tau fluor cs	GLA spleen mod	GAA spleen mod	ALDH1A1 block	GAA inhib	GAA glycogen	NPSR antag	Epigenetic derep
COc1ccc(-n2c(-c3ccc(Br)cc3)nc(=S)c3c2CCCC3)cc1	0.0%	-0.9%	-7.0%	?	-16.0%	-9.5%	-18.1%[46.1 µM]	1.0%
COc1ccccc1/C=C/CN1CCN(Cc2ccc(C)o2)C(CCO)C1 (configuration not stated)	8.8%	2.6%	8.7%	-1.0%	nt	-8.3%	-2.6%	-0.1%
O=C(C=C1SCCS1)/C=C/c1ccco1	-1.5%	-9.4%	-2.1%	-16.1%	-6.5%	6.5%	-3.5%[46.1 µM]	-0.4%
Cc1nc2ccccc2c2nc3ccccc3n12	-8.5%	-4.0%	-11.2%	-14.8%	1.3%	-3.0%	-10.2%[46.1 µM]	-3.0%
Cc1ccc(NS(=O)(=O)c2ccc(NC(=O)C3CCCO3)cc2)cc1 (configuration not stated)	2.3%	-16.7%	-12.5%	22.4µM*	-6.6%	-6.4%	-6.2%[46.1 µM]	-1.1%
COc1ccc(CC2(CO)CCN(Cc3cnn(-c4ccccc4)c3)CC2)cc1	4.2%[2.34 µM]	5.9%	2.5%	2.1%	0.2%	-0.7%	-7.0%	-0.1%
Cc1ccc(S(=O)(=O)N2CCCCC2)cc1C(=O)Nc1ccc(N2CCOCC2)cc1	-10.2%	-1.1%	-5.6%	4.1%	-0.6%	-1.4%	-7.8%[46.1 µM]	-0.9%
COc1cc(OC)c(C2C(C(=O)Nc3ccccc3)=C(C)Nc3ncnn32)cc1OC (configuration not stated)	-4.2%&-16.7%	-3.6%	-8.3%	7.5%	-1.7%	-17.3%	-6.4%[46.1 µM]	-1.1%&-1.3%
CC(=O)Nc1nc(SCC(=O)NCC2CCCO2)[nH]c(=O)c1NC(=O)c1cccs1 (configuration not stated)	1.8%	-0.8%	2.3%	-3.6%	-4.2%	10.8%	10.4%	-1.5%
CCn1cc(C(=O)Nc2ccc(OC)c(OC)c2)c2cc(OC)c(OC)cc2c1=O	-8.0%	-0.7%	-4.7%	-9.1%	-2.9%	-10.9%	-10.3%[46.1 µM]	1.6%
COc1ccc2ccccc2c1C1CC(=O)N2CN(C)CSC2=C1C#N (configuration not stated)	-26.4%	10.0%	-8.1%	8.91µM*	7.8%	-8.3%	-15.3%[46.1 µM]	-0.9%
CCOC(=O)Cc1c(C)nc2c(-c3ccccc3)c(-c3ccccc3)[nH]n2c1=O	2.5%	3.2%	-12.8%	?	10.8%	-1.2%	-17.3%[46.1 µM]	0.0%
CO/N=C(\C(=O)N[C@@H]1C(=O)N2C(C(=O)O)=C(COC(N)=O)CS[C@@H]12)c1ccco1	nt	-5.4%[29.1 µM]	3.4%[29.1 µM]	1.1%[20.9 µM]	nt	nt	nt	0.3%[16.9 µM]
CCOP(=O)(OCC)C(NC(=O)Nc1ccccc1)c1ccccc1 (configuration not stated)	-8.0%	-6.6%	-9.0%	-8.3%	-0.8%	9.8%	8.8%[46.1 µM]	-0.9%
O=C(CN1CCN(c2ccccn2)CC1)Nc1ccc(Oc2ccccc2)cc1	-18.0%	-13.5%	0.0%	25.1µM*	1.2%	?	-21.7%[46.1 µM]	0.0%
CN(C)S(=O)(=O)c1cc(NC(=O)CN2CCN(c3ccccc3O)CC2)ccc1Cl	?	-7.5%	nt	?	-4.0%	?	-15.8%	4.5%
CCOc1ccccc1NC(=O)CCCc1nc2ccccc2c(=O)[nH]1	-2.4%	5.0%	1.3%	10.1%	11.5%	8.0%	-6.0%[46.1 µM]	-1.0%
O=C(N[C@@H](Cc1ccc(O)cc1)C(=O)O)C(c1ccccc1)c1ccccc1	0.4%	4.2%	2.8%	1.9%	nt	4.9%	-20.7%	0.1%
O=C(O)CSc1nc(-c2ccccc2)cc(=O)[nH]1	-3.8%	11.5%	-3.0%	-5.5%	-6.9%	4.8%	-5.8%[46.1 µM]	0.0%
Cc1n[nH]c(=S)n1/N=C/c1ccccc1OCc1ccc(Cl)cc1Cl	0.8%	-0.6%	-1.5%	3.3%	-4.1%	6.9%	?	5.8%
Cc1cccc2cc(C#N)c(SCC(=O)N3CC(=O)Nc4ccccc43)nc12	-19.1%	-8.2%	-2.4%	?	-0.9%	8.3%	?	20µM*
CCSc1nnc(Cc2cc(=O)[nH]c(=O)[nH]2)n1-c1ccc(F)cc1	-6.2%	-1.6%	0.1%	0.5%	4.4%	3.9%	10.6%	-1.0%
O=C(Nc1ccc(F)cc1F)c1cccnc1	4.8%	6.2%	2.7%	0.9%	0.1%	-21.0%	-5.7%[46.1 µM]	0.1%
CCn1c(SCCN2CCCCC2)nnc1-c1ccc(S(=O)(=O)N2CCOCC2)cc1	-1.2%	14.1%	8.4%	?	-3.1%	10.6%	10.2%[46.1 µM]	0.0%
Cc1cccc(-n2c(=S)[nH]c3sc4c(c3c2=O)CCc2ccccc2-4)c1	-4.9%	-1.8%	-3.2%	3.16µM*	-0.2%	-2.9%	19.0%	2.4%

(continued)
SMILES	Tau fluor cs	GLA spleen mod	GAA spleen mod	ALDH1A1 block	GAA inhib	GAA glycogen	NPSR antag	Epigenetic derep
COc1ccc(-c2nnc3ccc(SCC(N)=O)nn23)cc1OC	-10.7%	6.9%	-11.9%	4.7%	?	-8.9%	0.5%[46.1 µM]	0.1%
COc1cc(C(c2sc3nc(C)nn3c2O)N2CC(C)OC(C)C2)cc(OC)c1OC (configuration not stated)	0.9%	7.3%	-15.3%	4.1%	3.4%	2.5%	1.6%[46.1 µM]	-0.8%
COc1ccc(C2=NN(C(=O)/C=C/c3ccccc3)C(c3ccccc3)C2)c(OC(C)=O)c1 (configuration not stated)	-3.3%	-0.2%	0.4%	-0.3%	5.8%	1.6%	-15.4%	-3.2%
CCOC(=O)N1CCN(C(=O)c2ccc3nc(SCc4ccc(F)cc4)n(C)c3c2)CC1	-4.9%	0.7%	-6.1%	-27.4%	14.0%	3.2%	-2.2%[46.1 µM]	-3.5%
Cc1cccc(NC(=O)Nc2cccc(Oc3c(F)c(F)c(F)c(F)c3F)c2)c1	?	-2.4%	-7.5%	10.7%	-0.8%	5.4%	?	2.1%
c1ccc(-c2nc(N3CCCCCC3)nc(-n3ccnc3)n2)cc1	-28.6%	-7.4%	3.9%	-3.7%	-8.0%	4.5%	?	-0.4%
CCOC(=O)c1c(CSC(=N)N)n(-c2ccc(Br)cc2)c2cc(Br)c(OC(C)=O)cc12	?	-1.8%	0.0%	?	-5.1%	-3.3%	10µM*	6.7%
O=[N+]([O-])c1ccccc1/C=C/C=N/n1c(-c2ccccc2)n[nH]c1=S	?	-4.6%	0.0%	?	-4.2%	-0.3%	-30.7%	0.0%
O=C(NNC(=O)C1COc2ccccc2O1)c1ccccc1 (configuration not stated)	-0.6%	0.4%	0.6%	6.6%	-21.5%	-1.2%	-8.7%[46.1 µM]	6.2%
COc1ccc(-c2cc3ccccc3c(=O)o2)cc1	?	16.5%	5.9%	?	nt	nt	nt	1.1%
O=C(NCc1csc2ccc(Cl)cc12)Nc1ccccc1	?	5.5%	3.4%	8.4%	-6.5%	7.5%	21.6%	1.0%
Cc1ccc(C)c(NC(=O)CSc2nnc3n2CCCCC3)c1	-0.8%	-10.8%	-5.4%	11.0%	-2.5%	15.5%	26.5%	0.0%
N#C/C(=C\C1CC=CCC1)c1nc2ccccc2[nH]1 (configuration not stated)	-8.8%	-4.0%	-9.3%	8.5%	-2.4%	-9.9%	?	0.8%
O=C(O)CNS(=O)(=O)c1ccc(F)cc1	-2.6%	0.4%	-0.3%	-5.1%	-0.2%	6.7%	11.3%[46.1 µM]	0.0%
O=C(CSc1nnc(-c2ccncc2)n1Cc1ccco1)OC1CCCCC1	-5.4%	-4.0%	-5.5%	?	-1.5%	-4.3%	-6.0%[46.1 µM]	-1.0%
Cc1nc(N2CCOCC2)c2c(C)c(C(=O)Nc3ccc(C(F)(F)F)cc3)sc2n1	?	4.1%	-1.8%	?	?	-6.0%	-49.2%	-0.1%
Cc1cccc(NC(=S)NC(NC(=O)c2ccco2)C(Cl)(Cl)Cl)c1 (configuration not stated)	?	-6.4%	-11.5%	?	-7.0%	3.4%	?	0.0%
Cc1ccc(C2CC(C(F)(F)F)n3ncc(C(=O)NCc4ccco4)c3N2)cc1 (configuration not stated)	-10.7%	-2.5%	2.4%	-4.7%	-7.0%	-8.1%	?	0.7%
CN(C)S(=O)(=O)c1cccc(NC(=O)CCSc2ccc(Cl)cc2)c1	?	8.6%	10.3%	?	-11.4%	-5.1%	5.9%	-1.3%
O=C(OCCN1CCOCC1)c1cccnc1	5.4%&-9.2%	-17.9%&-2.9%	-5.4%&-2.0%	-4.3%&13.3%	?	12.4%&-7.2%	-1.9%&-8.4%[46.1 µM]	-2.0%&-0.2%

Four records picked at random from those above:
SMILES	Tau fluor cs	GLA spleen mod	GAA spleen mod	ALDH1A1 block	GAA inhib	GAA glycogen	NPSR antag	Epigenetic derep
O=C(NNC(=O)C1COc2ccccc2O1)c1ccccc1 (configuration not stated)	-0.6%	0.4%	0.6%	6.6%	-21.5%	-1.2%	-8.7%[46.1 µM]	6.2%
COc1cc(C(c2sc3nc(C)nn3c2O)N2CC(C)OC(C)C2)cc(OC)c1OC (configuration not stated)	0.9%	7.3%	-15.3%	4.1%	3.4%	2.5%	1.6%[46.1 µM]	-0.8%
O=C(OCCN1CCOCC1)c1cccnc1	5.4%&-9.2%	-17.9%&-2.9%	-5.4%&-2.0%	-4.3%&13.3%	?	12.4%&-7.2%	-1.9%&-8.4%[46.1 µM]	-2.0%&-0.2%
O=C(O)CNS(=O)(=O)c1ccc(F)cc1	-2.6%	0.4%	-0.3%	-5.1%	-0.2%	6.7%	11.3%[46.1 µM]	0.0%

Only part of the results is shown; the hit share may differ from the screen's.
